# Screening results from PubChem.
# Dynein cargo inh: dynein cargo transport inhibition | 3617.4 mouse cells, GR-EGFP nuclear translocation imaging; test concentration mostly 20 µM; stimulated with dexamethasone, 1 µM; hits give low values | z-score, hits read low | 0.47% of 220,000 active | AID 1381;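 active = plate z-score of nuclear minus cytoplasmic receptor signal below a set negative limit, without overly bright fluorescence or cell loss, cut at about -3.5 in these data, passing the limit was not always enough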;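 also: z-score of nuclear minus cytoplasmic ring GR-EGFP intensity difference per well; some compounds called inactive have numbers as strong as hits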
#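 Also added: dexamethasone, 1.0 µM final. Medium: tet-free, stripped-serum medium. Detection: fixed, Hoechst-stained cells imaged at 10x for EGFP. Read-out: nuclear-to-cytoplasmic GR-EGFP distribution per well. Times: induction 48 h, compound 1 h, agonist 30 min.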
# bCat nuc transl: modulators of beta-catenin nuclear translocation; HeLa beta-catenin nuclear translocation, immunofluorescence imaging; nuclear translocation activity, % at 5 µM; 0.3% of 190,000 active; AID 1665;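 active = nuclear translocation activity above 50% at 5 µM, with a well cell count of 50 or more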;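 also: per-cell ratio of nuclear to cytoplasmic median beta-catenin stain intensity; plate controls were DMSO negative control for no effect and GSK-3 inhibitor IX positive control for full effect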
#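 test system = HeLa cells, endogenous beta-catenin | dosing = single 5 µM dose plus 0.02–20 µM confirmation series | times = compound treatment 24 h, 37°C, 5% CO2 | technique = beta-catenin immunofluorescence imaging with DAPI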
# WT yeast gro inh: growth inhibition of WT yeast, mitochondrial fusion screen. mitochondrial fusion phenotypic screen, WT strain. inhibition, % at 10 µM. 2.1% of 190,000 active. AID 1362; in the data active = inhibition above about 58%; tested in S. cerevisiae
# Yfh1-depleted yeast: mitochondrial function rescue without frataxin homolog – Friedreich's ataxia, plus single-dose screen, dose response (AID 1465); fold induction at 50 µM; hits with a dose series show EC50 in µM; 0.074% of 220,000 active; S. cerevisiae Yfh1-off respiration, WST-1 reduction, 72 h; higher fold induction means a stronger effect;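 active = fold induction of absorbance versus untreated yeast above a set limit, then at least 30% activation at any dose in follow-up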;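 also: activators that raise dye reduction in frataxin-depleted yeast; strong numbers were not always called active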
# MT stabilizer: microtubule stabilizers in HeLa cells; HeLa tubulin immunostaining HCS, 24 h; share of cells brighter than vehicle mean+2SD; % tubulin-high responders, % at 10 µM; 0.83% of 200,000 active; AID 2205;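 active = plate Z-score above 3 for both tubulin-high and condensed-nucleus cell shares, with cell loss under 80%, at 10 µM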;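 also: anti alpha tubulin signal scored within the nucleus-defined area of each cell; some results filed as inactive read as strong as hits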
# Autophagy HCS: autophagy modulation, high-content screen; MEF GFP-LC3 puncta imaging; test concentration mostly 10 µM; calls only at 10 µM (by protocol); AID 463193; 0.98% of 190,000 active;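 active = percentage of spot-positive cells more than 3 SD above its plate mean, without a fluorescence outlier flag or 80% toxicity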;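 also: spot-positive cell cutoff set from DMSO-treated cells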
# PMI inhibition: MPI inhibition at elevated mannose 6-phosphate – biochemical, fluorescence intensity, high mannose 6-phosphate, primary screen (AID 1220); 0.66% of 190,000 active; inhibition, % at 20 µM, or IC50 in µM where a hit was titrated; recombinant PMI enzyme, coupled fluorescence intensity; higher % means a stronger effect
# Insulin prom up: MIN6 insulin promoter up-regulation; z-score at 5 µM; MIN6 insulin promoter-GFP reporter, high-content imaging; hits give high values; 0.3% of 190,000 active;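 active = z-score above 3 at 5 µM with at least 500 cells counted in the well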
# PMI inhibitors: inhibitors of human PMI, primary screen, biochemical, fluorescence intensity, coupled assay (AID 1209); purified PMI enzyme, coupled fluorescence intensity; higher % means a stronger effect; one-dose inhibition, % at 20 µM; IC50 in µM for titrated hits; 0.42% of 190,000 active;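 also: plate controls were DMSO vehicle for no effect and wells lacking substrate for full effect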
# WT yeast gro inh mutant strain: recorded beside WT yeast gro inh, whose call it bears; inhibition, %; mitochondrial fusion phenotypic screen, mutant strain inhibition
# Dynein cargo inh cytoplasmic EGFP: recorded beside Dynein cargo inh, whose call it bears; z-score; measured here: cytoplasmic GR-EGFP intensity; hits give high values
# Dynein cargo inh nuclear GR-EGFP: further read-out of Dynein cargo inh, marked with its call; z-score; measured here: nuclear GR-EGFP intensity;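 lower value marks the stronger effect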
# Dynein cargo inh cell count: also measured in Dynein cargo inh; calls as there; z-score; measured here: cell count per field
# Insulin prom up cell count: also measured in Insulin prom up; calls as there; cell count; measured here: cytotoxicity, nuclei count;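 total cells summed across four imaged fields per well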
# bCat nuc transl cell count 5 µM: also measured in bCat nuc transl; calls as there; cell count; measured here: cell count, cytotoxicity flag
# MT stabilizer Hoechst-high %: recorded beside MT stabilizer, whose call it bears; % Hoechst-high responders; measured here: nuclear condensation Hoechst responders;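 share of cells brighter than vehicle mean plus two SD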
# MT stabilizer cytotoxicity %: second read-out of MT stabilizer, no call of its own (marks repeat the call); toxicity, %; measured here: cytotoxicity by cell density;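 0% = mean cell density of plate MIN control wells and 100% = no cells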
# Autophagy HCS cell loss 18 h: also measured in Autophagy HCS; calls as there; toxicity, %; measured here: cell loss, nuclei count;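 cell loss after 18 h compound exposure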
# An asterisk follows results filed as active; i = inactive; / = not tested or not shown. Rule as the data show it, unless noted: active = inhibition above about 50%; inactive = the rest.
SMILES,Dynein cargo inh,Dynein cargo inh cytoplasmic EGFP,Dynein cargo inh nuclear GR-EGFP,Dynein cargo inh cell count,bCat nuc transl,bCat nuc transl cell count 5 µM,WT yeast gro inh,WT yeast gro inh mutant strain,Yfh1-depleted yeast,MT stabilizer,MT stabilizer Hoechst-high %,MT stabilizer cytotoxicity %,Autophagy HCS,Autophagy HCS cell loss 18 h,PMI inhibition,Insulin prom up,Insulin prom up cell count,PMI inhibitors
Cc1c(N2C(=O)CS/C2=N\N=C\c2ccc(Cl)cc2)c(=O)n(-c2ccccc2)n1C,1,-0.21,0.21,0.27,-1.9,1335,18,3,i,2.5,1.3,3.1,i,5,4%,0.08,1517,4%
CC(=O)Nc1cc(NC(C)=O)c2nc(N)sc2c1,0.046,-0.2,0.0035,0.38,-2.5,974,-9,-11,i,2.3,1.8,4.7,i,-9,4%,-0.01,1256,0%
Cc1cc(C)nc(NC(N)=S)n1,-0.55,-0.11,-0.17,0.33,1.6,1301,/,/,i,/,/,/,/,/,/,-0.33,1099,/
S=c1[nH]nc(-c2cccnc2)n1C1CCCCC1,-0.18,-0.13,0.14,-0.22,-1.6,1073,0,-9,i,1.6,1.8,6.3,i,-7,1%,0.26,1352,13%
CCCCC(=O)OCC(=O)Nc1ccc(SC(F)F)cc1,-0.69,-0.069,-0.28,0.94,-1.0,1031,8,14,i,1.7,1.7,8.2,i,22,0%,0.24,1575,0%
Cc1noc(C)c1C(=O)NCc1ccccc1Br,-0.73,-0.053,0.18,-0.42,-2.9,983,-2,6,i,2.6,2.9,1.5,i,3,6%,1,1515,3%
O=c1[nH]c(C2CCCN(S(=O)(=O)c3ccc(F)cc3)C2)nc2c1nnn2Cc1ccccc1 (stereo unspecified),-0.26,-0.18,0.18,-0.57,-2.8,1170,5,-9,i,5.5,2.3,5.2,i,-9,7%,0.24,661,5%
Cc1c(C(=O)OCCN2CCCCC2)oc2ccccc12,-0.57,-0.12,0.11,-0.081,0.4,1191,-2,-2,i,7.3,1.6,9.1,i,0,-3%,-0.3,1232,-2%
COc1cc(/C=C(\C#N)c2nc3ccccc3[nH]2)cc(Br)c1OCc1ccccc1,-1,-0.21,-0.61,0.9,2.3,529,35,12,i,8.4,2.7,3.0,i,2,-17%,-2.4,841,-18%
Oc1[nH]c2ccc(Br)cc2c1N=Nc1ccc(C(F)(F)F)cn1,-0.72,-0.16,-0.48,1.4,1.0,857,48,52,i,1.3,3.5,2.6,i,-3,6%,0.91,1121,16%
COc1ccccc1CN1CC(C(=O)NCc2cccnc2)CC1=O (stereo unspecified),1.3,-0.25,0.63,0.59,/,/,2,7,i,3.8,2.4,2.5,i,-7,9%,0.2,1441,12%
O=C(N/N=C/c1ccccc1OC(=O)c1ccc2c(c1)OCO2)c1cccc(F)c1,0.063,-0.23,0.74,0.079,1.1,608,18,-10,i,3.8,1.5,0.8,i,32,-7%,-0.42,1265,-10%
CCNc1nc(C)c2cc(Br)c(=O)n(CC)c2n1,0.5,-0.2,0.36,0.74,0.9,781,8,0,i,2.4,2.1,5.9,i,7,3%,0.23,1368,-8%
COc1ccc(N2CCc3c(C)nc4c(OC)cccc4c32)cc1,-0.33,-0.32,-0.22,-0.44,104*,371*,-2,21,i,26*,27*,62*,i,41,10%,-1.9,974,10%
CCOc1ccc2[nH]c(=O)c(CN(Cc3ccco3)C(=O)c3ccc(Br)cc3)cc2c1,-1.2,-0.13,-0.3,0.55,-4.5,715,38,14,i,2.8,1.7,0.0,i,3,13%,-0.7,1514,-7%
Cc1ccc(-c2noc(CN(C(=O)c3cccc(Br)c3)C(C)C)n2)cc1,1.6,-0.096,1,-1.1,/,/,32,18,i,3.6,2.9,10,i,-2,8%,-0.88,970,13%
COc1cc(CCN2C(=O)N[C@@H](c3cccc(C(F)(F)F)c3)C(C(C)=O)=C2C)cc(OC)c1OC,-0.23,-0.3,0.18,1,/,/,15,4,/,2.6,2.3,10,i,-1,-101%,/,/,-57%
COc1ccccc1Nc1nc(N)nc(CN2CCOCC2)n1,2.6,0.17,2,-1.7,/,/,13,5,i,1.8,3.7,6.4,i,-3,-8%,-0.03,997,-8%
CNC(=O)COC(=O)/C=C/c1c(C)nn(-c2ccccc2)c1C,0.72,-0.23,0.7,-0.24,-3.6,1170,-10,-5,i,4.2,3.1,5.8,i,6,1%,-0.02,1535,2%
O=C(Cc1ccccc1F)Nc1ccccc1-c1ccccc1,-0.82,-0.012,-0.56,-1.5,0.1,1094,1,-14,i,1.4,1.9,1.3,i,-3,1%,0.08,1213,-8%

# Arranged by the number under Dynein cargo inh (largest number first): some entries from above
SMILES,Dynein cargo inh
CNC(=O)COC(=O)/C=C/c1c(C)nn(-c2ccccc2)c1C,0.72
O=c1[nH]c(C2CCCN(S(=O)(=O)c3ccc(F)cc3)C2)nc2c1nnn2Cc1ccccc1 (stereo unspecified),-0.26
Cc1c(C(=O)OCCN2CCCCC2)oc2ccccc12,-0.57
CCOc1ccc2[nH]c(=O)c(CN(Cc3ccco3)C(=O)c3ccc(Br)cc3)cc2c1,-1.2

# The listing picks up, starting two compounds before the break.
SMILES,Dynein cargo inh,Dynein cargo inh cytoplasmic EGFP,Dynein cargo inh nuclear GR-EGFP,Dynein cargo inh cell count,bCat nuc transl,bCat nuc transl cell count 5 µM,WT yeast gro inh,WT yeast gro inh mutant strain,Yfh1-depleted yeast,MT stabilizer,MT stabilizer Hoechst-high %,MT stabilizer cytotoxicity %,Autophagy HCS,Autophagy HCS cell loss 18 h,PMI inhibition,Insulin prom up,Insulin prom up cell count,PMI inhibitors
CNC(=O)COC(=O)/C=C/c1c(C)nn(-c2ccccc2)c1C,0.72,-0.23,0.7,-0.24,-3.6,1170,-10,-5,i,4.2,3.1,5.8,i,6,1%,-0.02,1535,2%
O=C(Cc1ccccc1F)Nc1ccccc1-c1ccccc1,-0.82,-0.012,-0.56,-1.5,0.1,1094,1,-14,i,1.4,1.9,1.3,i,-3,1%,0.08,1213,-8%
Cc1ccc(C)c(NC(=O)/C(C#N)=C/c2cn(CC(=O)NCc3ccco3)c3ccccc23)c1,2.4,0.66,2.5,-2.5,-3.3,1059,0,-8,i,4.8,2.3,0.4,i,14,0%,-0.19,1546,2%
COc1ccc(/C=N/NC(=O)c2cccc([N+](=O)[O-])c2)cc1OC(=O)c1ccccc1,-0.1,-0.21,0.56,0.2,-3.7,1221,6,4,i,41*,10*,45*,i,46,18%,-0.01,892,16%
Cc1cccc(CN2C(=O)N/C(=C/c3cc(C)n(-c4cc(C)ccn4)c3C)C2=O)c1,0.17,-0.17,0.73,0.34,-2.5,1284,34,3,i,2.2,1.3,10,i,36,-12%,-0.46,885,0%
Cc1cc(=O)oc(C)c1C(=O)NNC(=O)C1(C)CC1Br (stereo unspecified),-0.14,-0.21,-0.13,0.45,-0.7,1256,/,/,i,/,/,/,/,/,/,-0.65,1468,/
COc1ccc2c(c1)C(=O)N(c1ccccc1)C(=O)C2,2.2,0.28,1.4,-1.7,-0.6,1391,25,4,i,4.1,1.8,3.4,i,1,-16%,0.86,1528,-17%
COc1ccccc1OC(=O)CCN1c2ccccc2Sc2ccccc21,0.022,-0.33,-0.3,0.051,-0.6,964,7,-2,i,3.9,3.2,3.3,i,3,9%,/,/,19%
COc1ccc(CC2SC(=Nc3ccc(F)cc3)NC2=O)cc1 (stereo unspecified),-0.82,-0.35,-0.4,0.98,-0.6,1057,-10,-4,i,4.3,3.0,7.8,i,5,6%,0.31,1180,6%
C=CCn1cc(/C=N/Nc2nc3ccccc3[nH]2)c2ccccc21,-0.057,-0.22,0.02,0.62,1.1,1067,65,72,i,2.8,3.2,3.6,i,-3,14%,-1,1018,24%
O=C(COc1ccccc1)NCC(=O)Nc1cccc2ccccc12,0.62,-0.2,0.71,-0.19,-1.5,998,-6,3,i,1.7,1.3,3.0,i,-20,15%,0.52,1464,18%
O=C(NNC(=O)c1sc2cccc(Cl)c2c1Cl)Nc1ccccc1,-0.2,-0.22,-0.27,1,-0.5,790,-8,16,i,3.2,2.2,11,i,-29,-5%,0.39,1639,-8%
